# Granule exo inh – LAMP-1 surface exposure blockers, TALL-104 cells – cell-based, flow cytometry, MLPCN library, primary screen. TALL-104 LAMP-1 surface exposure; cells stimulated with thapsigargin and PMA. inhibition, % at 10 µM. hit rate 0.66% among 360,000;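 active = inhibition above about 55%, limit read from the data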
# H9c2 protect – cardioprotection against H2O2-induced cell death, primary screen, uHTS, H9c2 cells, ATPLite luminescence | H9c2 cardiomyocytes, H2O2 injury protection, 2 h | protection from H2O2 cell death, % at 20 µM | hit rate 0.63% among 360,000 | AID 588492, 2011;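 active = compounds giving at least 50% protection of heart cells from peroxide-induced death in the single-dose screen, raw or plate-pattern-corrected value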;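 also: 0% = DMSO wells with peroxide and 100% = DMSO wells without peroxide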
# ABHD5-PLIN5 inh – ABHD5-PLIN5 interaction inhibitors, primary screen, cell lysate, split luciferase complementation, luminescence; Perilipin-5 (Homo sapiens) + 1-acylglycerol-3-phosphate O-acyltransferase ABHD5 (Homo …; AID 602281, 2012; Split G. princeps luciferase complementation, 4 h; inhibition, % at 4 µM; hit rate 0.78% among 360,000;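 active = inhibition above the mean inhibition across every tested compound plus 3 SD, cut at about 22% in these data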;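 also: 0% = DMSO only wells and the 100% control is not disclosed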
# MC4R ag barr – MC4R agonists recruiting beta-arrestin, primary screen, cell-based, luminescence, agonist arm of biased-ligand search. U2OS MC4R beta-arrestin complementation; percent of melanotan II response, DMSO zero. activation, % at 8.9 µM. hit rate 0.98% among 360,000;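 active = activation above a per-plate cutoff, the mean activation of sample wells on that plate plus 3 SD, cut at about 8% in these data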
# HTR2A ag – mouse Htr2a agonists via beta-arrestin recruitment, primary screen, cell-based, luminescence; 5-hydroxytryptamine receptor 2A (Mus musculus), P35363; CHO-K1 mHTR2A beta-arrestin complementation; percent of 30 µM serotonin response; activation, % at 7.6 µM; hit rate 0.66% among 360,000; AID 624169, 2012;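 active = activation above a run cutoff, the mean activation of all tested compounds plus 3 SD, cut at about 14% in these data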;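 also: 0% = plate median of compound wells and 100% = 30 µM serotonin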
# Target sequence (P35363 whole entry, looked up): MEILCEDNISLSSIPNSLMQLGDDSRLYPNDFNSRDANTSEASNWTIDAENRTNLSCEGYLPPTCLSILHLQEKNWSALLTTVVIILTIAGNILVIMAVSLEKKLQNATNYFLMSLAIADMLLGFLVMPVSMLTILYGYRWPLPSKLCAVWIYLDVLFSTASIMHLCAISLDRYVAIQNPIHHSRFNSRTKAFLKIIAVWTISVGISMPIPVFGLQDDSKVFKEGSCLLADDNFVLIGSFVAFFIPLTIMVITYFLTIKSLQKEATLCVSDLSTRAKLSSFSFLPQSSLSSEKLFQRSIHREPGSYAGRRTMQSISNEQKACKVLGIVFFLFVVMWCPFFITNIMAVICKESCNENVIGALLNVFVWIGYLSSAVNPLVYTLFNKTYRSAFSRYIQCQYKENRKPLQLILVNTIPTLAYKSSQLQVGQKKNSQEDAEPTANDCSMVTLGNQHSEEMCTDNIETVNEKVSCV
# N-glyco inh – increase of ERlucT glycosylation luciferase signal, primary screen, N-linked glycosylation inhibitor project, D54 ERlucT cells, luminescence, set 2 | D54 ERlucT glycosylation luciferase reporter, 24 h; percent of 100 nM tunicamycin response | reporter increase, % at 12.5 µM | hit rate 0.23% among 360,000 | AID 588692, 2011;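 active = mean luciferase reporter signal, scaled so untreated is 0 and the glycosylation-blocking control 100, at or above a set limit in every replicate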;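 also: luciferase carries N-glycosylation sites so blocking glycosylation raises the light; 0% = median of neutral control wells and 100% = median of 100 nM tunicamycin wells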
# ABCB6 inh MLPCN – ABCB6 transporter inhibitors, primary screen, K562-ABCB6 cells, flow cytometry, MLPCN library | ATP-binding cassette sub-family B member 6 (Homo sapiens), Q9NP58 | K562-ABCB6 porphyrin accumulation, 1 h; active compounds read low | fluorescence ratio to DMSO, % at 10 µM | hit rate 0.19% among 360,000 | AID 602162, 2011;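 active = fluorescence ratio to DMSO below 75%, the collection mean minus 3 SD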;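 also: signal is porphyrin accumulated inside mitochondria; 100% equals median channel fluorescence of DMSO control wells; lower ratio means ABCB6 inhibition with less porphyrin fluorescence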
# MC4R antagonist – MC4R antagonists of cAMP signaling, primary screen, cell-based, TR-FRET, antagonist arm of biased-ligand search. MC4R-expressing cells, MTII-stimulated cAMP, LANCE TR-FRET. inhibition, % at 6.5 µM. hit rate 0.48% among 360,000. AID 540295, 2011;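 active = inhibition above its plate's cutoff, the mean of tested wells on that plate plus 3 SD, cut at about 29% in these data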;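 also: 0% = Melanotan II alone and 100% = Melanotan II plus saturating MCL0020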
#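 Assay system: U2OS-MC4R stable cell line; Also added: Melanotan II; Technique: Eu-cAMP/anti-cAMP TR-FRET, emission 671 nm; Times: 30-min compound, 1-h challenge, 1-h detection, room temperature.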
# PDI inh – inhibitors of human PDI, primary screen, biochemical, turbidity, single point, plate reader. Protein disulfide-isomerase (Homo sapiens), P07237. hit rate 0.052% among 350,000. AID 588391, 2011. PDI insulin aggregation turbidity, A650, 90 min. inhibition, % at 10 µM;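 active = mean inhibition across replicates of 30% or more, whatever share of single replicates reach that level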;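 also: absorbance from insulin aggregation driven by PDI reduction with DTT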
# Target sequence (P07237 whole entry, looked up): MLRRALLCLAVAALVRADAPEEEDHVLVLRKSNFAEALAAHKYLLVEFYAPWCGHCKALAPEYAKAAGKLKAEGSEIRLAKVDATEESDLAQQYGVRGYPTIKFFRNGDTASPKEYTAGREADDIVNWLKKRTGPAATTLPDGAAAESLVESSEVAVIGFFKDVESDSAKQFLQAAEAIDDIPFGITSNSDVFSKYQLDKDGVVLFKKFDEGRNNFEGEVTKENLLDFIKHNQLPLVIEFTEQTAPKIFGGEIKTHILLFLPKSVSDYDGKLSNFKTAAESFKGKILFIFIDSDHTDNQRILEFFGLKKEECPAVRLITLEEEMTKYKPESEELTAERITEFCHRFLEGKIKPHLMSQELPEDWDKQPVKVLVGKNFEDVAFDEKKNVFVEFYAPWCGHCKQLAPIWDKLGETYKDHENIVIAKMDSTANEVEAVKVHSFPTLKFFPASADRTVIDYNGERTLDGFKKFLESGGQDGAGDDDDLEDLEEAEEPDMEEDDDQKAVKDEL
# CaV13 FRET inh – Disruptors of the CACNA1D IQ motif to Ca2+-dependent inactivation inhibitor domain association, primary screening, Förster resonance energy transfer in intact living …. hit rate 0.098% among 340,000. HEK cells, CFP/YFP FRET ICDI-IQ, plate reader, 10 min; percent FRET-ratio fall versus neutral wells. inhibition, % at 12.3 µM;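 active = mean replicate inhibition of at least 30% and at least 1% of replicates passing that level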;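 also: 0% = median of the neutral control wells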
# * marks the source's active call; other numbers are inactive results; · = no result given. Compounds were not picked by outcome. Share with any hit: about 4.2%.
# Start of the listing, in advance:
SMILES,Granule exo inh,H9c2 protect,ABHD5-PLIN5 inh,MC4R ag barr,HTR2A ag,N-glyco inh,ABCB6 inh MLPCN,MC4R antagonist,PDI inh,CaV13 FRET inh
CCOC(=O)C1(C)CCCN1C(=O)c1cccc(OC)c1 (configuration not stated),3,-3,1,-2.2,2,0,94,8,3,-6
COCCCNc1nc(SCc2ccccc2)nc2sc3c(c12)CCC3,0,-11,2,1.7,5,-4,98,-3,3,-3

# This part in full, previewed entries included:
SMILES,Granule exo inh,H9c2 protect,ABHD5-PLIN5 inh,MC4R ag barr,HTR2A ag,N-glyco inh,ABCB6 inh MLPCN,MC4R antagonist,PDI inh,CaV13 FRET inh
CCOC(=O)C1(C)CCCN1C(=O)c1cccc(OC)c1 (configuration not stated),3,-3,1,-2.2,2,0,94,8,3,-6
COCCCNc1nc(SCc2ccccc2)nc2sc3c(c12)CCC3,0,-11,2,1.7,5,-4,98,-3,3,-3
O=C(CNC(=O)c1ccccc1Cl)N/N=C/c1ccc2c(c1)OCO2,-5,0,4,-2.0,0,8,98,9,19,-2
O=C1CCC(=O)N1c1nc2nc(-c3ccccc3)cc(=O)n2[nH]1,-2,-11,-5,0.2,1,2,100,1,-3,-5
Cc1ccc(-n2nc3c(c2NC(=O)c2ccco2)CS(=O)C3)c(C)c1 (configuration not stated),0,3,-5,-4.2,4,0,80,-2,-4,·
Cc1ncc(CO)c2cc(C(=O)Nc3cccc(F)c3)c(=Nc3cccc(C(N)=O)c3)oc12,22,12,2,1.6,4,-2,97,26,1,-4
Cc1ccn2cc(CCNC(=O)c3ccc(Br)o3)nc2c1,11,1,8,0.6,8,2,102,-5,·,-3
COc1cccc(NC(=O)CSc2nnc(NC(=O)c3ccco3)s2)c1,0,-9,5,0.2,6,0,101,4,-16,-3
Cc1ccc2c(CC(=O)NC3CCCc4ccccc43)coc2c1 (configuration not stated),-3,-6,-7,4.3,-4,-1,97,-2,-1,-6
O=C(NCCN1CCN(c2cccc(Cl)c2)CC1)C1CCCN(S(=O)(=O)c2cnc[nH]2)C1 (configuration not stated),7,-3,6,-0.1,14,0,102,2,1,1
COc1ccccc1CN1C[C@@H]2C[C@@H](c3[nH]c4c(C)cccc4c3C)N3CCC[C@@]23C1=O,0,3,6,0.5,-1,1,99,19,-1,-4
Cc1cccc2cc(C(c3nnnn3C3CCCC3)N3CCOCC3)c(=O)[nH]c12 (configuration not stated),-1,1,-5,0.9,2,2,94,6,3,-8
COc1cccc(C(=O)O)c1OS(=O)(=O)c1ccc(C)cc1,0,4,0,0.5,6,1,102,1,9,-6
O=C(CSCC(=O)N1CCN(c2ccccc2)CC1)Nc1nc(-c2ccc(Cl)s2)cs1,4,-19,0,0.6,-1,0,88,2,·,-3
CC(C)OC(=O)CSc1nnc2n1C(C)(C)Cc1ccccc1-2,2,-3,2,-0.3,-3,-1,93,-2,8,-5
Cc1ccc(OCC(=O)Nn2cnnc2)c(Br)c1,5,-3,-13,-0.2,3,1,99,13,-3,-7
Cc1ccc(NS(=O)(=O)c2c(C)noc2C)cc1,13,0,4,-1.5,-3,1,87,9,-5,-3
CC(C)NC(=O)c1cnc(N2CCN(c3ccccn3)CC2)c2ccccc12,-4,15,0,0.0,-4,-3,105,-2,11,-3
O=C(NCCO)c1c(O)c2cccc3c2n(c1=O)CC3,-1,1,0,0.8,2,4,108,-4,7,·
O=C(CCCc1ccccc1)NC1CC1,-1,-4,-3,0.3,-2,0,104,10,-2,-6
O=C(Nc1ccc(O)cc1)/C(=C\C=C\c1ccccc1)NC(=O)c1ccccc1,10,14,-5,-0.9,-1,-3,95,-6,-7,-4
Cc1csc(N/N=C/c2ccccc2F)n1,-3,-4,-6,-0.5,-3,-5,93,1,1,-7
COC(=O)c1ccc(/C=N/OCC(=O)NC2CCCCCCC2)cc1,12,-17,-2,-0.2,-1,1,100,1,1,·
CCOc1ccc(CCNC(=O)CCC(=O)N2CCOc3ccc(C)cc32)cc1OCC,-3,6,-5,-0.2,-6,3,96,1,·,-4
Cc1cc(N2CCN(C(C(=O)NC3CCCC3)C(C)C)CC2)c2ccccc2n1 (configuration not stated),6,·,6,·,3,·,·,·,·,-6
COc1ccc(N2CCN(C(=S)NCCc3ccccc3)CC2)cc1,0,-8,-4,0.6,-2,0,102,13,4,-6
O=C(NCc1ccco1)c1ccc(S(=O)(=O)N2CCCCCC2)cc1,5,2,-4,-2.2,3,-1,100,1,-1,-3
CC(=O)O[C@]1(C(C)=O)CCC2C3CCC4=C/C(=N/OCC(=O)O)CC[C@]4(C)C3CC[C@@]21C (some centres not stated),3,2,-13,0.1,-2,2,99,8,-4,-18
COc1ccc(CC2SC(=Nc3ccc(F)cc3)NC2=O)cc1 (configuration not stated),-6,-3,-7,-2.4,-5,-1,103,10,3,-20
C[C@@H](CC#N)CN1CC[C@H](C(C)(C)C)CCC1=O,3,9,4,-1.1,3,4,95,5,3,34*
CCOC(=O)c1ccc(S(=O)(=O)NCC(c2ccc(N(C)C)cc2)c2c[nH]c3ccccc23)cc1 (configuration not stated),0,-5,3,0.3,1,-3,98,6,9,-5
COC(=O)C1(CCSC)NC(c2ccccc2OC)C2C(=O)N(C)C(=O)C21 (configuration not stated),-2,-2,0,-1.7,2,-1,100,-5,-4,-5
O=C(CN1CCN(CC(=O)Nc2ccc(-c3ccccc3)cc2)CC1)Nc1ccc(F)cc1,13,-4,4,-2.3,3,1,98,0,10,-7
CCn1c(SCC(N)=O)nc2c1c(=O)n(C)c(=O)n2C,4,4,-5,0.0,-2,-2,103,-5,0,-5
CCCCCCCC(=O)N/N=C(\C)c1ccc(O)cc1O,-4,36,-1,-2.2,-5,0,99,5,-4,-20
Cc1cc(C)c(C#N)c(SCC(=O)Nc2nonc2N)n1,1,1,-1,0.3,6,2,169,13,-5,-4
COc1ccc(-n2c3c(cc(C(=O)N4CCC(C)CC4)c2=O)C(=O)CC(C)(C)C3)cc1,0,1,0,-0.5,-3,1,96,7,·,-2
CCCCC(=O)NC(=S)Nc1cc(C(=O)O)ccc1OC,-4,6,1,-0.2,1,2,100,8,-3,-5
O=C(CCCN1C(=O)c2ccccc2C1=O)Oc1ccc(F)cc1,-1,0,-6,1.0,2,-1,109,9,1,-9
C=C1C(=O)[C@]23C[C@H]1CCC2[C@@]1(C)C(C[C@@H]3O)[C@](C)(C(=O)OC)CC[C@@H]1O (some centres not stated),18,-14,39*,·,-1,-20,111,·,·,-5
CCOC(=O)[C@]12CCC=C1N(Cc1ccco1)C(=O)[C@H](CC(=O)N1CCSCC1)C2,-2,·,13,·,0,·,99,·,·,-5
COc1ccc(CCNC(=O)c2ccc(OCc3c(C)noc3C)c(OC)c2)cc1,10,10,1,-0.9,4,0,98,1,-10,-5
COc1ccc(C2C(C#N)=C(/N=C/N3CCN(C)CC3)OC3=C2C(=O)CC(C)(C)C3)cc1OC (configuration not stated),1,1,10,-1.0,0,2,92,7,-2,·
COc1ccc(/C=N/NC(=O)CCOc2ccccc2C)cc1OC,-3,0,0,-1.6,-1,2,98,13,10,-2
Cc1ccc(C)c2c1cc(C)c1nnc(SCC(=O)NCc3ccc4c(c3)OCO4)n12,5,10,-2,-0.6,-2,0,98,-3,1,-3
COc1ccc(S(=O)(=O)N2CCCCCC2)cc1C(=O)N1CCN(c2ccccc2C)CC1,1,-8,2,-2.0,-11,-5,104,0,-8,-6
O=S(=O)(NCC(c1ccco1)N1CCN(c2ccccc2F)CC1)c1ccc(F)cc1 (configuration not stated),-4,6,1,1.9,-3,-1,101,0,5,-6
O=C(OCC1OC(n2ccc(=O)[nH]c2=O)C2OC12)c1ccccc1 (configuration not stated),1,4,-5,-1.4,-1,0,89,-4,9,-11
COc1ccc(Br)cc1C(=O)Nc1ccc(C(=O)O)cc1,-1,2,2,-3.5,-1,2,98,1,6,-4
N/C(=N\NS(=O)(=O)c1cc(C(F)(F)F)cc(C(F)(F)F)c1)c1ccccn1,-2,15,3,-0.1,1,0,95,-5,-10,-2
CC(C)(CC(=O)OCC(=O)Nc1ccccc1F)CC1=NS(=O)(=O)c2ccccc2N1,0,-7,-2,-1.0,-5,1,99,3,3,-3
CCOC(=O)CSc1ccc(C(=O)N2CCN(C)CC2)cc1[N+](=O)[O-],-1,2,-7,-2.8,0,2,99,2,5,-20
CCCn1cc(SCC(=O)Nc2ccc3c(c2)OCO3)c2ccccc21,-3,-8,-6,1.1,1,-5,94,6,·,-6
Cc1cc(NC(=O)c2cc(-c3cccs3)nc3ccccc23)no1,4,12,-2,-0.5,-5,13,98,-1,·,-4
c1ccc(Cn2cc(CN3CCCO3)c(-c3ccc4c(c3)OCO4)n2)cc1,7,6,0,-0.3,0,-1,102,9,-2,-4
O=C(c1ccc(COc2c(F)c(F)cc(F)c2F)o1)N1CCN(c2ccc(Cl)cc2)CC1,-2,-1,4,0.3,-3,-1,95,2,-1,·
C[C@H]1CN([C@@H](C)CO)C(=O)CCCn2nncc2CO[C@@H]1CN(C)S(=O)(=O)c1ccc(-c2ccccc2)cc1,0,6,-6,0.7,2,-1,100,6,6,-6
COc1ccccc1/C=C/C(=O)OCC(=O)N1c2ccccc2CC1C (configuration not stated),2,-5,-2,-5.0,6,0,97,-4,21,-3
C/C(N)=C(/C#N)C(=O)CSc1nnc(Nc2ccccc2C)s1,-6,28,-7,3.3,-5,3,96,6,4,-2
Cc1ccc(OCc2cc(C(=O)N3CCCC(C)C3)no2)cn1 (configuration not stated),-3,-7,0,-0.1,6,-2,101,-5,12,-5
# New compounds follow
SMILES,Granule exo inh,H9c2 protect,ABHD5-PLIN5 inh,MC4R ag barr,HTR2A ag,N-glyco inh,ABCB6 inh MLPCN,MC4R antagonist,PDI inh,CaV13 FRET inh
CCc1nc2ccc(C(=O)Nc3ccc4c(c3)OCO4)cc2nc1CC,2,6,-2,2.9,-1,0,99,2,-1,-19
COC(=O)C(C(=O)OC)c1ccccc1[N+](=O)[O-],1,0,1,-0.7,-2,2,88,-1,-8,·
Cc1ccc(OCc2ccc([N+](=O)[O-])cc2)c([N+](=O)[O-])n1,7,-12,-1,1.8,-1,-3,101,6,-4,-3
CCCN(CC(=O)Nc1ccccc1C)C(=O)/C=C/c1cccs1,1,-1,2,1.0,-2,-1,99,11,3,-5
O=C1CCCc2sc3c(c2N1)CCCCC3,0,-9,-8,-1.9,-5,0,95,-2,-6,-6

# Source: PubChem BioAssay (several laboratories)
